Compound activity deposited in PubChem by several laboratories.
IL1B NFkB pot: enhancers of NFkB p65 translocation in HUVEC – imaging, IL-1B stimulus, high-content imaging, primary screen; HUVEC IL-1B NFkB p65 nuclear translocation imaging; activation, % at 2 µM; 94,000 tested, 0.3% active; AID 819, 2007;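 active = activation above 40%, about the mean plus 3 SD, also judged a hit on visual image review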;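 note: percent activation is computed from the nuclear over cytoplasmic p65 intensity ratio; values of inactives mirror those of a sister screen read the other way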
MRP reversal: reversal of MRP1-mediated doxorubicin resistance, primary screen, H69AR cells, doxorubicin co-treatment | H69AR cells + 2 uM doxorubicin, CellTiter-Glo, 72 h | differential viability (reversal), % at 10 µM | 85,000 tested, 0.04% active | AID 602, 2007;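 active = viability drop by adding the cancer drug above about 55%, with treated viability meeting a 40% cutoff, limit read from the data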;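 note: viability without doxorubicin minus viability with 2 µM doxorubicin for each compound; larger differential means the compound sensitizes cells more to doxorubicin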
IL1B NFkB inh: inhibitors of IL-1B driven NFkB p65 nuclear import, primary screen, imaging, HUVEC, IL-1B stimulus, high-content imaging; HUVEC IL-1B NFkB p65 nuclear translocation imaging; inhibition, % at 2 µM; 94,000 tested, 0.43% active; AID 796, 2007;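 active = inhibition above about 30% together with a positive call from visual inspection of the well image, limit read from the data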;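 note: nuclear over cytoplasmic p65 intensity ratio measured by imaging; 0% = IL-1B stimulated DMSO wells and 100% = unstimulated DMSO wells; values of inactives mirror those of a sister screen read the other way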
PLAP inhibitors HTS: PLAP enzyme inhibitors, biochemical, luminescence, HTS (AID 690). 96,000 tested, 0.08% active. inhibition, % at 20 µM; hits with a dose series show IC50 in µM. Alkaline phosphatase, placental type (Homo sapiens). purified PLAP, luminescent substrate; higher % means a stronger effect; in the data active = a potency from the dose series; inactive = the rest, 99 in 100 with inhibition below about 30%; note: strong numbers were not always called active
Bcl-B TR3 displacers: displacers of TR3 peptide from Bcl-B, primary screen, selectivity assay for Bfl-1 inhibitor project, biochemical, fluorescence polarization; AID 748, 2007; displacement, % at 20 µM; hits with a dose series show IC50 in µM; Bcl-2-like protein 10 (Homo sapiens); 96,000 tested, 0.11% active; FP displacement of FITC-TR3 peptide from Bcl-B; higher % means a stronger effect;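 active = displacement above 50% at 20 µM plus a fluorescence interference ratio under 1.5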;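 note: plate controls were wells without compound for no effect and wells lacking Bcl-B protein for full effect; a part of the inactive calls stands beside numbers as strong as those of hits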
MRP reversal cytotoxicity: also measured in MRP reversal; calls as there; viability, %; H69AR cells, CellTiter-Glo, 72 h; measured here: cytotoxicity without doxorubicin
MRP reversal with doxorubicin: second read-out of MRP reversal, no call of its own (marks repeat the call); viability, %; measured here: viability with 2 uM doxorubicin; hits give low values
IL1B NFkB inh cell count 2 µM: also measured in IL1B NFkB inh; calls as there; cell count; measured here: cells passing quality filter;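 raw number of nuclei counted in each imaged well without normalization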
IL1B NFkB pot cell count 2 µM: also measured in IL1B NFkB pot; calls as there; cell count; measured here: cells passing quality filter
Numbers without * were called inactive; . = not tested or not shown.

SMILES | IL1B NFkB pot | IL1B NFkB pot cell count 2 µM | MRP reversal | MRP reversal cytotoxicity | MRP reversal with doxorubicin | IL1B NFkB inh | IL1B NFkB inh cell count 2 µM | PLAP inhibitors HTS | Bcl-B TR3 displacers
COC(=O)[C@@H](NC(=O)Nc1cccc(OC)c1)C(C)C | 31 | 56 | 6 | 103 | 97 | -31 | 56 | -2% | 1%
O=C(Cn1ccc(C(F)(F)F)n1)Nc1ccc(S(=O)(=O)NCc2ccco2)cc1 | 7 | 124 | 4 | 98 | 94 | -7 | 124 | . | -9%
CCc1nnc(NC(=O)CN2CCOCC2)s1 | 12 | 190 | 2 | 81 | 79 | -12 | 190 | -2% | 1%
COc1ccc(C(=O)Nc2nc(-c3ccc(S(=O)(=O)N4CCOCC4)cc3)cs2)cc1 | 2 | 153 | -4 | 58 | 62 | -2 | 153 | -60% | 0%
O=C(Nc1nccs1)C1(S(=O)(=O)c2ccc(Cl)cc2)CC1 | 1 | 107 | 4 | 89 | 85 | -1 | 107 | -13% | -4%
CCOC(=O)C(c1ccccc1)N1CCN(c2ccc(OC)cc2)CC1 (stereo unspecified) | . | . | 2 | 95 | 94 | . | . | -76% | -2%
O=C(Cc1cccs1)Nc1ccc(N2CCOCC2)cc1 | 1 | 93 | . | . | . | -1 | 93 | -9% | -4%
COc1cc(NC(=O)CN(c2ccc(C)cc2)S(=O)(=O)c2c(C)n[nH]c2C)cc(OC)c1 | -8 | 207 | -16 | 65 | 81 | 8 | 207 | -56% | -81%
O=C(c1scc2c1CCCC2)N1CCOCC1 | 15 | 85 | -1 | 94 | 95 | -15 | 85 | 4% | 2%
CC(=O)OC1COC(N2CCc3cc([N+](=O)[O-])ccc32)C(OC(C)=O)C1OC(C)=O (stereo unspecified) | 1 | 130 | . | . | . | -1 | 130 | 4% | -9%
CCOC(=O)Cn1nc(C)c(-c2ccccc2)c1N | 11 | 78 | 0 | 94 | 94 | -11 | 78 | 8% | 3%
CCOC(=O)N1CCN(C(=O)c2ccc3c(=O)n(CCOC)c(=O)[nH]c3c2)CC1 | -6 | 84 | . | . | . | 6 | 84 | -42% | -15%
COc1nc2ccccc2cc1-c1noc(-c2cccnc2)n1 | . | . | 0 | 97 | 97 | . | . | -17% | -66%
COc1ccccc1CNC(=O)COc1ccccc1OC | 6 | 124 | 13 | 100 | 87 | -6 | 124 | 24% | -5%
Cc1ccc(CN2CC(C(=O)Nc3cc(S(C)(=O)=O)ccc3Cl)CC2=O)cc1 (stereo unspecified) | 3 | 170 | -5 | 86 | 92 | -3 | 170 | -22% | 8%
Cc1oc2c(c1C(=O)c1ccc(Cl)cc1)C(=O)C(=O)c1ccccc1-2 | -9 | 181 | . | . | . | 9 | 181 | -15% | -8%
O=C(NCC(c1cccnc1)N1CCN(c2ccc(F)cc2)CC1)c1ccccc1 (stereo unspecified) | . | . | 4 | 87 | 83 | . | . | -4% | -3%
CCOc1ccc(-n2c(SCc3nc(-c4cccs4)no3)nnc2-c2ccncc2)cc1 | 17 | 135 | 13 | 76 | 62 | -17 | 135 | -55% | -9%
CSc1ccccc1NC(=O)c1ccc(Cl)s1 | -5 | 171 | 14 | 85 | 72 | 5 | 171 | 16% | -9%
O=C(Oc1cccc(NC(=O)c2ccccc2Cl)c1)c1ccc([N+](=O)[O-])cc1 | -4 | 140 | . | . | . | 4 | 140 | 32% | -4%
N=c1c(C(=O)NC2CCCC2)cc2c(=O)n3ccccc3nc2n1CCN1CCOCC1 | 10 | 135 | 8 | 82 | 75 | -10 | 135 | -56% | 2%
Cc1onc(-c2ccccc2Cl)c1C(=O)Nc1nnc(C(C)C)s1 | . | . | 6 | 89 | 83 | . | . | -10% | 4%
O=[N+]([O-])c1ccccc1S(=O)(=O)NCCC1=CCCCC1 | -2 | 105 | . | . | . | 2 | 105 | 17% | 12%
Cc1ccc(C)c(S(=O)(=O)NC(CCC(N)=O)C(=O)O)c1 (stereo unspecified) | -7 | 135 | 0 | 93 | 93 | 7 | 135 | 16% | 8%
COc1ccc(CN(C(=O)c2cnccn2)C(C(=O)NC(C)(C)C)c2cc(OC)c(OC)c(OC)c2)cc1 (stereo unspecified) | -6 | 111 | 8 | 98 | 90 | 6 | 111 | . | .
Cn1nc(C(F)(F)F)c2cc(C(=O)Nc3ccc(F)cc3F)sc21 | 4 | 182 | . | . | . | -4 | 182 | -19% | 5%
COc1ccc(S(=O)(=O)N2CCC(C(=O)NC3CC3)CC2)cc1Cl | -9 | 78 | 5 | 92 | 87 | 9 | 78 | -23% | -10%
CCCCOc1ccc(C(=O)N/C(=C\c2cccc([N+](=O)[O-])c2)C(=O)OCCC)cc1 | 23 | 87 | . | . | . | -23 | 87 | -4% | 3%
CC(C)Sc1nc2c(c(=O)[nH]c(=O)n2C)n1Cc1ccc(Cl)cc1 | 14 | 112 | -3 | 82 | 84 | -14 | 112 | 7% | -6%
CC(=O)c1ccccc1OCCn1nnc(-c2ccc(C)cc2)n1 | 18 | 131 | 2 | 86 | 84 | -18 | 131 | . | .
Cc1csc2nc(CNS(=O)(=O)c3ccc4c(c3)OCCO4)cn12 | -18 | 145 | 6 | 98 | 93 | 18 | 145 | 9% | -2%
O=C(Nc1ccc(F)cc1)N1CCN(c2ccc3nnc(-c4ccc(F)cc4)n3n2)CC1 | 0 | 173 | -6 | 55 | 61 | 0 | 173 | -48% | 4%
Cc1cc(NC(=O)CCc2ccc(S(=O)(=O)N3CCOCC3)cc2)n(-c2ccccc2)n1 | -6 | 130 | 21 | 99 | 78 | 6 | 130 | . | .
O=C(Nc1ncc(Cl)cn1)c1cccs1 | 3 | 111 | 10 | 95 | 85 | -3 | 111 | -9% | -3%
CC(=O)NC(CCS(C)(=O)=O)C(=O)Nc1ccccc1Cl (stereo unspecified) | 7 | 162 | 7 | 102 | 95 | -7 | 162 | -16% | 0%
Nn1c(SCC(=O)Nc2ccccc2F)nc2ccccc2c1=O | 11 | 131 | 11 | 104 | 93 | -11 | 131 | 11% | -8%
CCCn1nc(C(=O)NCc2ccccn2)c2ccccc2c1=O | -8 | 95 | 0 | 85 | 84 | 8 | 95 | -12% | 2%
COc1ccc(OC)c(C2C(C#N)=C(N)Oc3cc(C)n(Cc4ccccn4)c(=O)c32)c1 (stereo unspecified) | . | . | -3 | 86 | 90 | . | . | 4% | -10%
CCN(CC)C(=O)CSc1nc2ccccc2c(=O)n1OC | 0 | 151 | 1 | 78 | 78 | 0 | 151 | -28% | -8%
Cc1cc(-c2ccccc2)nc2[n+]1CCN2C | -9 | 175 | 3 | 99 | 96 | 9 | 175 | 26% | -1%
O=C(CSc1nc2ccccc2o1)Nc1ccc(N2CCOCC2)cc1 | -11 | 87 | . | . | . | 11 | 87 | 1% | -1%
O=c1cc(-c2ccccc2)c2ccc(O)c(CN3CCCCC3)c2o1 | -6 | 157 | 6 | 88 | 82 | 6 | 157 | 2% | -8%
O=C(CSc1nnc(-c2cccs2)o1)N1CCCc2ccccc21 | 20 | 205 | 8 | 89 | 81 | -20 | 205 | 24% | -2%
CCNC(=S)NNC(=O)c1ccoc1C | 10 | 127 | . | . | . | -10 | 127 | -86% | 5%
O=C(N1CCOCC1)N(CCN1CCOCC1)Cc1cccc(Cl)c1 | 13 | 138 | 6 | 88 | 83 | -13 | 138 | -18% | 2%
Cc1ccc(C(=O)N/C(=C/c2ccc(-c3cccc([N+](=O)[O-])c3)o2)C(=O)NC(C)C)cc1 | 5 | 127 | . | . | . | -5 | 127 | -35% | 4%
CCOC(=O)C1CCN(C(=O)CS(=O)Cc2nc(-c3ccc(C)cc3)oc2C)CC1 (stereo unspecified) | 6 | 159 | 10 | 90 | 80 | -6 | 159 | -73% | 10%
CCN1CCN(CC(O)COC(C)C)CC1 (stereo unspecified) | -4 | 176 | . | . | . | 4 | 176 | 5% | 6%
COc1ccc(C2C(C#N)=C(N)N(c3ccccc3)C3=C2C(=O)CCC3)cc1Cn1cc([N+](=O)[O-])cn1 (stereo unspecified) | -16 | 161 | . | . | . | 16 | 161 | 10% | -51%
C=CCN1C(=O)CSc2ccc(C(=O)NCc3ccco3)cc21 | 38 | 135 | 13 | 83 | 71 | -38 | 135 | -4% | 16%
O=c1[nH]c2cccnc2n1Cc1ccco1 | 16 | 141 | -1 | 100 | 102 | -16 | 141 | -31% | 15%
CCOc1ccccc1C(C(=O)NC1CCCC1)N(Cc1ccco1)C(=O)CNC(=O)c1ccco1 (stereo unspecified) | -6 | 120 | 6 | 92 | 85 | 6 | 120 | . | .
CC1=C(CC(=O)c2ccccc2)C(=O)c2ccccc2C1=O | 20 | 120 | . | . | . | -20 | 120 | 7% | -4%
COC(=O)NCC(c1cccnc1)N1CCOCC1 (stereo unspecified) | -7 | 51 | -3 | 102 | 105 | 7 | 51 | . | .
CCc1ccc(/C=N/NC(=O)c2cc(C3CC3)nc3ccc(Br)cc23)s1 | -3 | 152 | . | . | . | 3 | 152 | -48% | -2%
Cc1cc(C(=O)CSc2nn3c(=O)c(C(C)(C)C)nnc3s2)c(C)n1-c1ccc(F)cc1 | 3 | 110 | 31 | 86 | 55 | -3 | 110 | -31% | -52%
CC1CN(C(=O)CSc2nnc3c(Cl)cc(Cl)cn23)CC(C)O1 (stereo unspecified) | 15 | 157 | 12 | 95 | 83 | -15 | 157 | -9% | 6%
CC1Cc2ccccc2N1c1ncnc2nc[nH]c12 (stereo unspecified) | . | . | -22 | 74 | 95 | . | . | -71% | -5%
N#Cc1c(C(F)(F)F)cc(-c2cccs2)nc1SCc1ccc(Cl)nc1 | 3 | 133 | . | . | . | -3 | 133 | 8% | 1%
CC(C)NS(=O)(=O)c1ccc(CCC(=O)NCc2cccnc2)cc1 | . | . | 0 | 105 | 106 | . | . | 17% | -12%

Some of the entries so far, with each value named.
Cc1ccc(C(=O)N/C(=C/c2ccc(-c3cccc([N+](=O)[O-])c3)o2)C(=O)NC(C)C)cc1
  IL1B NFkB pot: 5	IL1B NFkB pot cell count 2 µM: 127	MRP reversal: .	MRP reversal cytotoxicity: .	MRP reversal with doxorubicin: .	IL1B NFkB inh: -5	IL1B NFkB inh cell count 2 µM: 127	PLAP inhibitors HTS: -35%	Bcl-B TR3 displacers: 4%
CCOC(=O)C1CCN(C(=O)CS(=O)Cc2nc(-c3ccc(C)cc3)oc2C)CC1 (stereo unspecified)
  IL1B NFkB pot: 6	IL1B NFkB pot cell count 2 µM: 159	MRP reversal: 10	MRP reversal cytotoxicity: 90	MRP reversal with doxorubicin: 80	IL1B NFkB inh: -6	IL1B NFkB inh cell count 2 µM: 159	PLAP inhibitors HTS: -73%	Bcl-B TR3 displacers: 10%
CCN1CCN(CC(O)COC(C)C)CC1 (stereo unspecified)
  IL1B NFkB pot: -4	IL1B NFkB pot cell count 2 µM: 176	MRP reversal: .	MRP reversal cytotoxicity: .	MRP reversal with doxorubicin: .	IL1B NFkB inh: 4	IL1B NFkB inh cell count 2 µM: 176	PLAP inhibitors HTS: 5%	Bcl-B TR3 displacers: 6%

Next structures follow.
SMILES | IL1B NFkB pot | IL1B NFkB pot cell count 2 µM | MRP reversal | MRP reversal cytotoxicity | MRP reversal with doxorubicin | IL1B NFkB inh | IL1B NFkB inh cell count 2 µM | PLAP inhibitors HTS | Bcl-B TR3 displacers
CCC(=O)Nc1ccccc1C(=O)OCC(=O)c1cccc2ccccc12 | 19 | 155 | . | . | . | -19 | 155 | 2% | 6%
COc1ccc(N(CC(=O)Nc2ccc(C)cn2)S(=O)(=O)c2c(C)nn(C)c2C)cc1 | 7 | 58 | 6 | 83 | 76 | -7 | 58 | -59% | 5%
CCOC(=O)c1[nH]c(C)c(C(=O)Nc2ccc(F)cc2)c1C | 6 | 182 | -5 | 84 | 89 | -6 | 182 | 17% | 16%
COc1ccccc1N=c1sc2ccccc2n1C | 14 | 206 | . | . | . | -14 | 206 | -5% | -2%
O=C(CCCCCn1c(=O)[nH]c2ccsc2c1=O)NCc1ccc(F)cc1 | 40 | 179 | 9 | 97 | 88 | -40 | 179 | 14% | -1%
COc1ccccc1N1CCN(C(=O)CCCCn2c(=O)[nH]c3ccsc3c2=O)CC1 | -5 | 155 | 1 | 86 | 85 | 5 | 155 | -70% | 8%

Not all compounds are listed; count on the stated rates, not on these rows.
